Dynein transport = blocks dynein driven cargo transport along microtubules; 220,000 compounds, 0.47% hits; z-score, hits read low; 3617.4 mouse cells, GR-EGFP nuclear translocation imaging; test concentration mostly 20 µM; stimulated with dexamethasone, 1 µM; hits give low values;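 active = plate z-score of nuclear minus cytoplasmic receptor signal below a set negative limit, without overly bright fluorescence or cell loss, cut at about -3.5 in these data, passing the limit was not always enough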;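 note: z-score of nuclear minus cytoplasmic ring GR-EGFP intensity difference per well; some compounds called inactive have numbers as strong as hits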
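Buffer or medium: tet-free, stripped-serum medium; Also added: dexamethasone, 1.0 µM final; Technique: high-content fluorescence imaging after fixation; Times: 48 h induction, 1 h compound, 30 min dex at 37 °C; Read-out: per-cell GR-EGFP intensity, nucleus versus surrounding cytoplasmic ring, well-averaged.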
ER stress rescue = protection against thapsigargin-triggered cell killing – 384-well, CSM14.1, ATP luminescence, primary screen (AID 1222); CSM14.1 thapsigargin-induced death rescue, ATP luminescence; higher % means a stronger effect; cellular ATP content (survival), % at 20 µM; hits with a dose series show EC50 in µM; 190,000 tested, under 10 active;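 active = EC50 below 50 µM in the dose-response confirmation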;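 note: death triggered by thapsigargin at about 15 µM added after 2 h compound pretreatment; cell ATP read after overnight thapsigargin exposure of roughly 18 to 22 hours; normalized against plate controls of thapsigargin alone and 5% DMSO vehicle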
UTI89 phage lysis = inhibition of K1F phage lysis, E. coli UTI89, bacterial capsule biogenesis inhibitors, alamar blue (AID 488966); E. coli UTI89 K1F phage lysis, alamar blue, 2 h; higher % means a stronger effect; one-dose inhibition, % at 100 µM; IC50 in µM for titrated hits; 340,000 compounds, 0.02% hits;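 active = phage lysis inhibition, versus mean bacterial control, above a set limit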;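 note: capsule biogenesis inhibitors block K1F phage lysis so surviving cells raise fluorescence; higher fluorescence means more inhibition of phage lysis; actives were called in the ten point dose series up to 300 µM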
Insulin prom up = MIN6 insulin promoter up-regulation; MIN6 insulin promoter-GFP reporter, high-content imaging; hits give high values; AID 1625; z-score at 5 µM; 190,000 compounds, 0.3% hits;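 active = z-score above 3 at 5 µM with at least 500 cells counted in the well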
P. falciparum M17LAP = P. falciparum M17LAP inhibitors, primary screen, biochemical, fluorogenic H-Leu-NHMec substrate, 1536-well (AID 1619); inhibition, % at 30 µM; hits with a dose series show IC50 in µM; 220,000 compounds, 0.38% hits; recombinant M17LAP, H-Leu-NHMec fluorogenic kinetic assay; higher % means a stronger effect;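 active = compound inhibiting the enzyme by more than half at any dose during confirmatory dose-response retesting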;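 note: plate controls were full reaction with DMSO carrier for no effect and no enzyme background for full effect; strong numbers were not always called active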
b-catenin transl = modulators of beta-catenin nuclear translocation; HeLa beta-catenin nuclear translocation, immunofluorescence imaging; nuclear translocation activity, % at 5 µM; 190,000 compounds, 0.3% hits; AID 1665;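 active = nuclear translocation activity above 50% at 5 µM, with a well cell count of 50 or more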;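 note: per-cell ratio of nuclear to cytoplasmic median beta-catenin stain intensity; plate controls were DMSO negative control for no effect and GSK-3 inhibitor IX positive control for full effect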
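System: HeLa cells, endogenous beta-catenin; compound dosing: 5 µM primary single dose, 0.1% DMSO, 0.02–20 µM confirmation series; incubation: 24 h compound exposure at 37°C, 5% CO2; signal: beta-catenin immunofluorescence imaging with DAPI; evaluation: % activation, nuclear-to-cytoplasmic median beta-catenin signal ratio per cell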
MT stabilizer = microtubule stabilization, imaging screen; 200,000 compounds, 0.83% hits; HeLa tubulin immunostaining HCS, 24 h; share of cells brighter than vehicle mean+2SD; % tubulin-high responders, % at 10 µM; AID 2205;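 active = plate Z-score above 3 for both tubulin-high and condensed-nucleus cell shares, with cell loss under 80%, at 10 µM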;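 note: anti alpha tubulin signal scored within the nucleus-defined area of each cell; some results filed as inactive read as strong as hits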
M1AAP inhibition = P. falciparum M1AAP inhibitors, biochemical, fluorogenic H-Leu-NHMec substrate, 1536-well (AID 1445) | recombinant M1AAP, H-Leu-NHMec fluorogenic kinetic assay; higher % means a stronger effect | inhibition, % at 30 µM, or IC50 in µM where a hit was titrated | 220,000 compounds, 0.42% hits;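 active = primary inhibition above the hit cutoff, then over 50% inhibition at one or more dose response concentrations, cut at about 23% in these data, passing the limit was not always enough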;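 note: plate controls were DMSO full reaction for no effect and no enzyme background for full effect; strong numbers were not always called active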
Autophagy HCS = alters autophagy in cells | AID 463193 | calls only at 10 µM (by protocol) | MEF GFP-LC3 puncta imaging; test concentration mostly 10 µM | 190,000 compounds, 0.98% hits;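 active = percentage of spot-positive cells more than 3 SD above its plate mean, without a fluorescence outlier flag or 80% toxicity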;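 note: spot-positive cell cutoff set from DMSO-treated cells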
Dynein transport cytoplasmic EGFP = also measured in Dynein transport; calls as there; z-score; measured here: cytoplasmic GR-EGFP intensity; hits give high values
Dynein transport nuclear GR-EGFP = second read-out of Dynein transport, no call of its own (marks repeat the call); z-score; measured here: nuclear GR-EGFP intensity;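 lower value marks the stronger effect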
Dynein transport cell count = further read-out of Dynein transport, marked with its call; z-score; measured here: cell count per field
Insulin prom up cell count = recorded beside Insulin prom up, whose call it bears; cell count; measured here: cytotoxicity, nuclei count;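 total cells summed across four imaged fields per well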
b-catenin transl cell count 5 µM = also measured in b-catenin transl; calls as there; cell count; measured here: cell count, cytotoxicity flag
MT stabilizer Hoechst-high % = second read-out of MT stabilizer, no call of its own (marks repeat the call); % Hoechst-high responders; measured here: nuclear condensation Hoechst responders;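 share of cells brighter than vehicle mean plus two SD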
MT stabilizer cytotoxicity % = second read-out of MT stabilizer, no call of its own (marks repeat the call); toxicity, %; measured here: cytotoxicity by cell density;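 0% = mean cell density of plate MIN control wells and 100% = no cells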
Autophagy HCS cell loss 18 h = recorded beside Autophagy HCS, whose call it bears; toxicity, %; measured here: cell loss, nuclei count;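 cell loss after 18 h compound exposure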
An asterisk follows results filed as active; i = inactive; / = no result given; + = active, no number; [ ] = remark or other dose.

SMILES	Dynein transport	Dynein transport cytoplasmic EGFP	Dynein transport nuclear GR-EGFP	Dynein transport cell count	ER stress rescue	UTI89 phage lysis	Insulin prom up	Insulin prom up cell count	P. falciparum M17LAP	b-catenin transl	b-catenin transl cell count 5 µM	MT stabilizer	MT stabilizer Hoechst-high %	MT stabilizer cytotoxicity %	M1AAP inhibition	Autophagy HCS	Autophagy HCS cell loss 18 h
CCOC(=O)c1cc2c(ccn2C)n1Cc1ccc(C#N)cc1	-0.93	0.4	-0.26	0.66	0.7%	-0.1%	0.18	1458	13%	0.1	1131	1.4	0.7	1.5	6%	i	8
Cc1cc(NS(=O)(=O)c2ccc(NC(=O)c3cc4cc(Br)ccc4oc3=O)cc2)no1	-0.59	-0.34	-0.81	0.36	0.7%	0.1%	0.21	1188	4%	-0.1	1044	1.2	2.3	7.1	0%	i	-3
O=S(=O)(Nc1ccc2cn[nH]c2c1)c1ccc(Cl)s1	1	-0.092	0.75	-0.38	-1.9%	1.3%	-0.81	1153	3%	0.5	1031	2.7	3.2	5.4	0%	i	13
CCOC(=O)c1ccc(NS(=O)(=O)N2CCCCCC2)cc1	-0.78	-0.16	-0.5	-0.13	-1.9%	0.0%	1.4	1267	-6%	/	/	3.3	2.7	23	0%	i	4
COc1ccccc1-n1cnc2cc(NCc3ccccn3)ccc21	-0.012	-0.24	-0.46	0.94	3.4%	7.0%	/	/	10%	/	/	30*	14*	27*	6%	i	4
NC(=O)c1ccc(NC(=O)COC(=O)c2cccc(Oc3ccccc3)c2)cc1	0.65	-0.21	0.1	-0.79	-1.6%	0.3%	0.43	1272	-2%	-0.6	880	6.6	1.7	3.1	4%	i	-3
Cc1c(Cl)cccc1NC(=O)COC(=O)CCc1nc2ccccc2n1-c1ccccc1	0.63	-0.26	0.15	0.55	-0.3%	-0.1%	-0.49	1581	5%	-1.6	1132	3.0	3.3	10	3%	i	9
CCc1nnc2sc(-c3ccc(NC(=O)c4ccco4)cc3)nn12	-0.16	-0.35	-0.068	0.64	2.3%	0.4%	-1.1	1540	-4%	-0.3	1347	3.3	2.3	17	1%	i	8
Nc1nc2n(n1)C(c1ccc(F)cc1)CC(c1ccc(F)cc1)N2 (stereo unspecified)	-0.012	-0.44	0.43	0.15	1.4%	0.5%	-0.17	1328	-2%	-0.3	1146	3.8	1.5	0.9	1%	i	5
Cc1ccc2nc3c(c(C(=O)OC4CCOC4=O)c2c1)CCCC3 (stereo unspecified)	-0.33	-0.27	-0.015	-0.41	-1.2%	-0.5%	-0.4	1260	-7%	2.4	955	3.7	3.0	11	5%	i	-5
Cn1cccc1-c1cc(C(=O)N2CCc3c([nH]c4ccccc34)C2c2ccccn2)[nH]n1 (stereo unspecified)	1.8	0.3	1.4	-1.9	-4.1%	-0.4%	/	/	4%	2.0	906	1.9	1.3	3.3	0%	i	1
O=C(NCc1cccnc1)c1cccnc1Sc1ccc(Cl)cc1	-0.34	-0.17	-0.35	-0.25	-0.5%	7.8%	/	/	0%	/	/	3.9	1.7	5.8	-2%	i	24
COC(=O)C1=C(O)/C(=C\c2ccc(CNC(=O)C(=O)Nc3ccc(C)cc3)o2)N=C1C	-0.62	-0.14	-0.92	0.25	-1.1%	-0.3%	0.05	1281	55%	0.1	1216	4.0	1.5	11	6%	i	1
COc1ccc(C(=O)N/N=C/C(Br)=C/c2ccccc2)cc1	2	0.075	0.88	-1.1	-0.1%	1.4%[50 µM]	0.23	1589	2%	-1.6	1055	6.7	1.4	5.7	0%	i	12
COc1ccc(-c2noc(CCC(=O)N3CCN(c4cc(C)ccc4C)CC3)n2)cc1	-0.6	-0.15	0.29	-0.71	4.3%	-0.2%	-1	913	2%	-0.1	1207	1.4	0.8	7.5	-2%	i	0
Cc1cc(C)nc(-n2nc(C)cc2NC(=O)c2cccc(S(=O)(=O)N3CCOCC3)c2)n1	0.024	-0.46	-0.009	0.68	0.7%	0.0%	-1.1	1315	3%	/	/	2.4	2.3	13	5%	i	3
COc1ccc2c(=O)c(-c3cnn(-c4ccccc4)c3)c(C)oc2c1	-0.48	-0.18	-0.31	0.72	-2.4%	0.1%	-0.32	1451	2%	1.5	1356	0.9	0.8	8.0	4%	i	3
COc1ccc(OC)c(S(=O)(=O)Nc2c(C)cccc2C)c1	1.2	-0.29	0.82	-0.38	0.4%	0.4%	-0.01	1370	-3%	0.4	1534	2.6	0.8	1.4	-1%	i	-24
CCO[C@@H]1OC(C(=O)O)=C[C@H](C2CC2)[C@H]1CCCO	0.89	-0.097	1	-0.96	1.1%	-1.0%	0.33	1392	5%	-2.2	1160	1.3	1.7	0.1	3%	i	13
COc1ccc(CCn2c(NN=C3CCCCC3)nc3c2c(=O)[nH]c(=O)n3C)cc1	-0.85	-0.24	-0.038	-0.068	/	-1.5%	-0.64	1129	9%	0.3	1328	/	/	/	8%	/	/
CCCn1nc(C(=O)Nc2ccc(S(=O)(=O)Nc3nccs3)cc2)c2ccccc2c1=O	-0.071	-0.17	0.63	0.38	1.5%	1.6%	/	/	18%	-0.8	1156	2.9	1.6	7.2	13%	i	-6
Cc1ccc(Nc2ccccc2)nn1	-0.67	-0.25	-0.42	1.5	/	-0.1%	0.46	1121	1%	-0.8	1406	/	/	/	4%	/	/
CC(C)Oc1cccc(C(=O)NC(=S)Nc2ccc(Cl)c(C(=O)O)c2)c1	-0.35	0.17	-0.2	-0.0029	-1.1%	0.4%	0.57	1523	-5%	0.5	1393	2.6	1.1	6.9	5%	i	-1
O/N=C\c1cccn1-c1nccs1	2.3	-0.37	0.41	0.16	0.8%	0.5%	0.11	1303	1%	0.9	1092	2.1	1.3	6.8	-1%	i	-1
COC(=O)c1[nH]cnc1C(=O)c1ccccc1	-0.31	-0.22	0.05	0.96	2.0%	1.0%	/	/	3%	-3.5	968	3.5	3.5	7.1	1%	i	-10
SMILES	Dynein transport	Dynein transport cytoplasmic EGFP	Dynein transport nuclear GR-EGFP	Dynein transport cell count	ER stress rescue	UTI89 phage lysis	Insulin prom up	Insulin prom up cell count	P. falciparum M17LAP	b-catenin transl	b-catenin transl cell count 5 µM	MT stabilizer	MT stabilizer Hoechst-high %	MT stabilizer cytotoxicity %	M1AAP inhibition	Autophagy HCS	Autophagy HCS cell loss 18 h
CCN(CC)CCCOc1ccc(C)cc1Br	1.1	0.066	0.44	-0.61	-0.8%	2.1%	2.3	767	-8%	/	/	1.0	1.5	6.4	11%	i	2
O=C(NCCCNc1ccc([N+](=O)[O-])cc1)C(F)(F)F	-0.76	-0.32	-0.68	0.77	0.9%	1.7%	0.3	1194	19%	/	/	2.0	3.6	7.5	14%	i	4
NC(=O)NC(=O)CSc1nnc(-c2ccc(Cl)cc2)n1CC1CCCO1 (stereo unspecified)	-1.3	-0.14	-0.94	-0.28	-1.2%	-0.2%	0.18	1224	-22%	-4.7	1145	2.0	2.2	10	11%	i	-17
COc1ccc(NC(=O)CSc2nncn2C)c([N+](=O)[O-])c1	-0.67	0.76	-0.34	0.96	-0.3%	2.0%	0.12	1538	41%	-0.5	1417	0.9	1.4	6.9	3%	i	21
CCn1ccnc1CN1CCCC(C(=O)c2ccc3cc(OC)ccc3c2)C1 (stereo unspecified)	-0.97	-0.27	-0.64	0.68	-0.2%	1.0%	-0.36	1417	4%	-2.5	1022	1.9	1.8	2.5	6%	i	18
Cc1cnccc1CNC(=O)CC1C(=O)NCCN1CC(C)(C)C (stereo unspecified)	-0.16	-0.021	-0.18	-1.6	-0.1%	0.1%	-0.22	1463	-5%	-0.3	1067	1.9	2.4	9.1	3%	i	0
Cc1cccc(CN2CCN(C(=S)Nc3ccccc3)CC2)c1	-0.38	-0.32	0.13	0.4	0.0%	-0.1%	-0.46	1533	/	-0.2	978	0.8	0.7	2.7	/	i	-7
CC1=Nc2ccccc2/C1=C/c1c(N)n2c(S(=O)(=O)CC(C)C)nsc2nc1=O	0.99	-0.22	0.42	-0.16	7.1%	0.0%	0.48	1199	22%	0.0	1108	3.4	1.1	2.5	30µM*	i	-8
Cc1ccc(-c2nc(NCc3ccco3)n(S(C)(=O)=O)n2)cc1	-0.093	-0.32	0.061	0.68	-1.3%	0.2%	0.52	1306	5%	-1.3	1073	1.7	1.6	7.1	1%	i	-1
CC1(C)CC(=O)C/C(=N\NC(=O)C2CC2c2ccccc2)C1 (stereo unspecified)	-0.76	-0.22	-0.44	0.4	/	0.0%	0.69	1343	0%	0.9	1070	2.0	1.3	9.0	16%	i	-32
CCOC(=O)/C=C/C(=O)OCC(=O)Nc1ccc(OC)c(Cl)c1	-1.1	-0.22	-0.85	0.43	-2.6%	0.2%	0.78	1472	11%	3.8	803	2.3	3.5	7.5	-7%	i	8
O=C(Nc1cccs1)NC1CCCC1	-0.09	-0.18	0.19	0.087	-1.1%	1.8%	1.4	880	32%	/	/	1.8	1.0	11	4%	i	-13
Cc1nnc(SCc2nc3sc4c(c3c(=O)[nH]2)CCCC4)n(N)c1=O	0.086	-0.25	-0.071	0.22	/	/	-0.09	1483	1%	3.5	1066	/	/	/	13%	/	/
COc1ccc(Nc2nc(N3CCCC3)nc3ccccc23)c(OC)c1	-0.15	-0.21	0.0019	-2.6	0.9%	0.0%	-1.8	1327	7%	/	/	2.6	1.8	9.9	12%	+	9.5*
